USP2a inhib: qHTS Assay for Inhibitors of Ubiquitin-specific Protease USP2a; USP2a enzymatic assay, qHTS inhibition; Ubiquitin carboxyl-terminal hydrolase 2 (Homo sapiens), O75604; Potency, µM (top dose mostly 38.3 µM), without a hit: at the top dose activity change, negative = inhibition, actives largely listed as inhibitors; 0.1% of 60,000 active;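 also: potency is read from the fitted curve at half-maximal effect; nearly all actives have a fitted effect of over 60% in size; plate controls were DMSO for no effect and NEM full inhibition control for full effect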
Target sequence (O75604 whole entry, looked up): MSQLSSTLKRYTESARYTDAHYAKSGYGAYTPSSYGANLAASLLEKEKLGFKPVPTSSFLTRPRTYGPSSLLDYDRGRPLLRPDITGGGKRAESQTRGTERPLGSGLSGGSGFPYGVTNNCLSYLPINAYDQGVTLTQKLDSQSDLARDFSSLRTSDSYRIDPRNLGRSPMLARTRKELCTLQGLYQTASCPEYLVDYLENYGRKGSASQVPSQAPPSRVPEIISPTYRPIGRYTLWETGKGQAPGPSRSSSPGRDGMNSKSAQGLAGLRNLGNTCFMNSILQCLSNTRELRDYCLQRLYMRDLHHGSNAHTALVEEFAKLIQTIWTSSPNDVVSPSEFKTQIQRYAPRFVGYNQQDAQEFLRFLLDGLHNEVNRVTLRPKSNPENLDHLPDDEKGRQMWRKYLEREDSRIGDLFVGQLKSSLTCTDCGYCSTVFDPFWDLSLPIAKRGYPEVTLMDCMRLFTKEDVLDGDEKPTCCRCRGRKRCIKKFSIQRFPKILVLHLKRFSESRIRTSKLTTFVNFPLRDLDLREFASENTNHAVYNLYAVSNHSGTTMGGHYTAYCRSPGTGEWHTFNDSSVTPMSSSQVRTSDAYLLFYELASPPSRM
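USP2 core (20 nM final) was preincubated with compound for 30 min at RT in 20 mM Tris-HCl pH 8.0, 2 mM CaCl2, 2 mM beta-mercaptoethanol; Ub-PLA2 (20 nM) plus NBD C6-HPC (20 uM) then added, fluorescence read after 2.5 h.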
UbGFP stabilizer: Ubiquitin-GFP Assay | 67,000 tested, under 10 active | Ubiquitin-GFP reporter cells, proteasome inhibition, GFP fluorescence; response scale: untreated = 0%, 10 µM MG-132 = 100% | Potency, µM (series often up to 45.9 µM), inactives show top-dose activation (GFP accumulation), actives largely listed as activators; active = well fitted activation curve with a large enough effect, not every such curve was filed as active; inconclusive = small, poorly fitted or top-dose-only effect, or another doubt; inactive = no such curve, though single readings can be large or run the other way; also: potency is read from the fitted curve at half-maximal effect
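GFP accumulation read-out: laser plate cytometry counting ubiquitin(G76V)-GFP-expressing U2OS cells after 4 hr compound exposure at 37 °C. Titrations spanned 46 uM to 2.9 nM; 0% = basal, 100% = 10 uM MG-132; concentration-response curves fitted.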
BRCT PPI red: qHTS Assay for Inhibitors of BRCT-Phosphoprotein Interaction (Red Fluorophore). Breast cancer type 1 susceptibility protein (Homo sapiens), P38398. BRCT-phosphopeptide binding, red fluorescence polarization. Potency, µM (titrated, usually from 76.9 µM), for the others: at the top dose activity change, negative = inhibition, actives largely listed as inhibitors. 0.03% of 75,000 active. AID 892, 2007; also: % is scaled to controls: 0 for no effect and ±100 for the full control effect
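Rhodamine-labelled pBACH1 10-mer (100 nM) bound to BRCT domain (100 nM) at pH 7.3; compounds incubated 12 min room temperature, polarization read. Free peptide defines full inhibition; unlabelled decapeptide titrated as control.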
4MU fluor: qHTS Assay for Spectroscopic Profiling in 4-MU Spectral Region; compound autofluorescence, 340/450 nm, 4-MU equivalents; hits give high values; max dye-equivalent concentration, M; 11% of 59,000 active; AID 589, 2007; in the data active = max dye-equivalent concentration above about 10 nM; inconclusive = mostly about 1.1 nM to 9.6 nM
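Compounds in 100 mM Tris, pH 8.0, sat 15 min at room temperature before fluorescence was read at 340 nm excitation/450 nm emission; a per-plate six-point 4-MU standard curve converted signals to dye-equivalent concentration at each compound concentration.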
Epigenetic mod: qHTS Assay for Epigenetic Modulators; 0.09% of 68,000 active; Potency, µM (top dose mostly 46.1 µM), for the others: top-dose GFP derepression (activation); mouse C127i GFP locus derepression, cytometry, 30 h; also: % of control where 0% means no effect
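Read-out is the number of GFP-positive cells, scored as fluorescent objects 20 to 120 um wide, reflecting derepression of a silenced CMV-GFP reporter in murine C127i cells after 30 h compound exposure at 37 C.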
Casp1 inh: qHTS Assay for Allosteric/Competitive Inhibitors of Caspase-1. P29466. Caspase-1 enzyme, Ac-WEHD-AFC fluorogenic rate. Potency, µM (titrated, usually from 57.5 µM), for inactives: top-dose activity change, negative = inhibition, actives largely listed as inhibitors. 0.03% of 75,000 active;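 also: potency is read from the fitted curve at half-maximal effect; plate controls were vehicle for no effect and no substrate for full effect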
HEK293 cAMP cs: qHTS Assay for Agonists of the Thyroid Stimulating Hormone Receptor: Activators of Intracellular cAMP Concentrations in Parental HEK 293. parental HEK293 CNG cAMP sensor, membrane potential fluorescence. Potency, µM (top dose mostly 57.1 µM), without a hit: top-dose activation, actives largely listed as activators. 2.5% of 73,000 active. AID 938, 2007; also: potency is read from the fitted curve at half-maximal effect; % of control where 0% means no effect; nearly all actives have a fitted effect of over 55% in size
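Counterscreen for endogenous-receptor signalling: CNG-channel HEK 293 cells report cAMP rise by membrane depolarization. After 60 min dye equilibration with 100 uM RO 20-1724, compounds incubated 30 min before bottom-read fluorescence at 590 nm.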
BRCT inh green: qHTS Assay for Inhibitors of BRCT-Phosphoprotein Interaction (Green Fluorophore) | Potency, µM (doses to about 76.9 µM), without a hit: at the top dose activity change, negative = inhibition, most hits filed as inhibitors | 0.05% of 75,000 active | Breast cancer type 1 susceptibility protein (Homo sapiens), P38398 | BRCA1 BRCT-phosphopeptide binding, green fluorescence polarization;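 also: potency is read from the fitted curve at half-maximal effect; plate controls were peptide without protein for full effect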
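Fluorescence polarization: His-tagged BRCT (~35 kDa BRCA1 C-terminus, 250 nM) bound to 100 nM fluorescein-labeled phosphorylated 10-aa BACH1 peptide, pH 7.3 phosphate buffer with DTT and Tween 20. Compounds incubated 12 min at room temperature; inhibition read as lowered polarization.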
A350 fluor: qHTS Assay for Spectroscopic Profiling in A350 Spectral Region; Compound autofluorescence, 340/450 nm, Alexa 350 dye-equivalents; hits give high values; max dye-equivalent concentration, M; 11% of 59,000 active; AID 590, 2007; in the data active = max dye-equivalent concentration above about 10 nM; inconclusive = mostly about 1.1 nM to 9.6 nM
Casp7 inh: qHTS Assay for Allosteric/Competitive Inhibitors of Caspase-7 | P55210 | recombinant caspase-7, Ac-DEVD-AFC fluorescence rate | Potency, µM (series often up to 57.5 µM), inactives show top-dose activity change, negative = inhibition, most hits filed as inhibitors | 0.02% of 75,000 active | AID 889, 2007; active = well fitted inhibition curve with a large enough effect in the main read-out, with a control signal flat, not every such curve was filed as active; inconclusive = small, poorly fitted or top-dose-only effect, or a change in a side signal; also: potency is read from the fitted curve at half-maximal effect; % of control where 0% means no effect
Target sequence (P55210 24-198 limits assumed): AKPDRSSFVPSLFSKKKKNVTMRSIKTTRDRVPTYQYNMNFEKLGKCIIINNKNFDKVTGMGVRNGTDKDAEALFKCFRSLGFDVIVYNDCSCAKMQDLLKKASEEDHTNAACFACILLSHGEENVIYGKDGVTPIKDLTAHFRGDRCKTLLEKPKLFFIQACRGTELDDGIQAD
Target sequence (P55210 207-303 limits assumed): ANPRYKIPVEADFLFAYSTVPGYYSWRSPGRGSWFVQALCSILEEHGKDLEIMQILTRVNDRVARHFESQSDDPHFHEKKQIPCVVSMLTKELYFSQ
Fluorescein fluor: qHTS Assay for Spectroscopic Profiling in Fluorescein Spectral Region | Compound autofluorescence, 480/540 nm, fluorescein-equivalent; hits give high values | 0.91% of 59,000 active | max fluorescein-equivalent concentration, M | AID 593, 2007; in the data active = max fluorescein-equivalent concentration above about 10 nM; inconclusive = between about 1.1 nM and that limit
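Tris 100 mM pH 8.0; 15 min RT; CCD read, ex 480/em 540 nm. Output: fluorescein-equivalent concentration per compound concentration, from six-point dye series on each plate.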
* hit, by the source's call; i = inactive; ? = inconclusive; nt = not tested or not shown; [ ] = remark or other dose. Unless noted, calls follow the shape of the dose curve; as a rule, active = well fitted curve in the direction sought with a large enough effect; inconclusive = small, poorly fitted or top-dose-only effect, or another doubt; inactive = no such curve, though single readings can be large; an effect the other way counts as inactive or inconclusive.

SMILES	USP2a inhib	UbGFP stabilizer	BRCT PPI red	4MU fluor	Epigenetic mod	Casp1 inh	HEK293 cAMP cs	BRCT inh green	A350 fluor	Casp7 inh	Fluorescein fluor
CCC1Oc2ccc(Cl)cc2N(CC(=O)O)C1=O (stereo not drawn)	5%	-3%	0.4%	i	-2%	-2%	10%	-2.1%	i	0%	i
COCCOC(=O)C1=C(N)OC2=C(C(=O)CC(C)(C)C2)C1c1cccnc1 (stereo not drawn)	1%	2%	2.2%	i	-3%	3%	-6%	0.8%	i	-1%	i
Cc1cc(C)cc(N(CC(=O)N2CCn3c2nc2ccccc23)S(=O)(=O)c2c(C)noc2C)c1	nt	-9%	-0.5%	nt	nt	-2%	1%	-0.8%	nt	1%	nt
Cc1ccc(C)c(NC(=O)CSc2nnc(-c3ccncc3)n2N)c1	0%	0%	-1.6%	i	0%	-2%	-8%	0.4%	?	0%	i
COc1cccc(Cn2c(Oc3cccc(C)c3)nc3c2c(=O)n(C)c(=O)n3C)c1	1%	1%	-1.7%	i	-2%	-2%	25µM*	3.9%	i	-2%	i
CCCCNc1c(C(=O)OCC)c(C)nc2c1cnn2CC	9%	3%	-6.0%	?	0%	-1%	22%	2.9%	?	2%	?
COc1cc2c(cc1O)CCC1C2CC[C@@]2(C)C1CC[C@@H]2O (stereo partly drawn)	nt	0%	-0.5%	nt	-1%	2%	23%	-3.2%	nt	0%	nt
COC(=O)Nc1sc2c(c1C(=O)NCc1ccco1)CCC2	11%	-3%	-0.2%	i	0%	-2%	?	-2.0%	i	-3%	?
Cc1ccc(CN2C(=O)CCC2C(=O)NC(C)C)cc1 (stereo not drawn)	6%	-2%	0.2%	i	2%	-2%	10%	-2.1%	i	-1%	i
CC(=O)Nc1ccc(S(=O)(=O)NCc2csc(-c3cccnc3)n2)cc1	-9%	2%	-1.5%	i	4%	1%	-4%	-0.6%	i	-1%	i
O=C(Nc1ccc(F)cc1)N(Cc1ccco1)Cc1cc2cc3c(cc2[nH]c1=O)OCO3	30%[activator]	-3%	0.4%	1.7e-07M*	4%	-10%	25µM*	-1.1%	1.3e-07M*	-6%	i
Cc1cc(C)n(-c2ccc(OCC(=O)O)nn2)n1	5%	4%	-0.6%	i	1%	4%	19%	-2.1%	i	-1%	?
COc1ccc(NC(=O)CN2CC(c3ccccc3)CC2=O)cc1OC (stereo not drawn)	nt	-9%	-0.1%	nt	nt	-4%	2%	-1.1%	nt	0%	nt
COc1ccccc1N1CCN(c2ncnc3nc[nH]c23)CC1	nt	5%	1.4%	nt	nt	-1%	11%	-1.9%	nt	-6%	nt
COC(=O)c1cc(=O)n(Cc2cccs2)c(=NCc2cccs2)s1	-3%	5%	0.4%	i	-4%	-2%	20%	0.0%	i	-1%	i
O=S(=O)(c1ccccc1)N1CCC[C@@]2(CCN(C(c3ccccc3)c3ccccc3)C2)C1	71%[activator]	0%	0.3%	i	-2%[9.22 µM]	-2%	13%	-0.9%	i	-2%	i
COc1ccc(C(c2sc3ncnn3c2O)N2CCN(c3ccccc3F)CC2)cc1OC (stereo not drawn)	nt	-11%	-1.0%	nt	nt	-3%	8%	-0.7%	nt	2%	nt
COc1ccc(-c2[nH]nc3c2C(c2ccncc2)C(C#N)=C(N)O3)cc1 (stereo not drawn)	-3%	-1%	-1.5%	i	1%	-2%	8%	-0.7%	i	1%	i
O=C1CCCC2=C1C(c1cccs1)n1ncnc1N2 (stereo not drawn)	-2%	0%	-0.5%	4.4e-08M*	0%	-2%	1%	-3.3%	4.9e-08M*	1%	i
Cc1ccc2[nH]c(=O)c(-c3noc(C(C)C)n3)cc2c1	nt	7%	-3.0%	nt	nt	-2%	7%	3.7%	nt	-1%	nt
CCOC(=O)C1C(=O)CC(O)(c2ccccc2)CC1c1ccccc1 (stereo not drawn)	6%	-4%	-3.8%	i	-4%	0%	25%	-1.5%	i	-1%	?
O=C(NCc1ccccc1)c1cc(S(=O)(=O)N2CCC3(CC2)OCCO3)ccc1F	8%	0%	-0.1%	i	2%	-2%	34%	-1.4%	i	0%	i
Cc1csc(NC(=O)c2cnccn2)n1	-7%	-6%	-2.1%	i	0%	4%	4%	-2.6%	i	0%	?
O=C(Nc1ccccc1)N1CCN2C(=O)c3ccccc3C12c1ccccc1 (stereo not drawn)	32%[activator]	-9%	-1.4%	nt	4%	-6%	5%	-1.1%	nt	-4%	nt
O=C1c2oc3ccccc3c(=O)c2C(c2cccc(F)c2)N1CCCO (stereo not drawn)	-6%	3%	-2.1%	i	0%	-2%	2%	-0.9%	i	-1%	i
O=C1CCCN1c1cc(Cl)ccc1Cl	5%	4%	2.2%	i	4%	3%	2%	-3.3%	i	1%	?
CN1CCN(c2ncc3nc(CCc4ccccc4)c(=O)n(CCC#N)c3n2)CC1	173%[activator]	1%	-0.4%	3.7e-08M*	14%[9.22 µM]	?	?	-2.9%	4.2e-08M*	?	?
Cc1c(C(=O)OCC(C)C)[nH]c2c1C(=O)CC(c1ccco1)C2 (stereo not drawn)	nt	-10%	1.2%	nt	-3%	-3%	?	-1.1%	nt	-7%	nt
C=CCn1c(SCC(=O)Nc2ccc(NC(=O)c3ccco3)c(OC)c2)nnc1-c1ccncc1	24%	2%	1.6%	i	-1%	0%	-4%	-1.3%	?	7%	?
O=C(NCC1CCCCC1)C1CCCN(C(=O)NC2CCCCC2)C1 (stereo not drawn)	-1%	4%	1.4%	i	-1%	-1%	20%	-0.8%	i	-1%	i
N#Cc1cccc(-c2ccc3ncnc(NCc4ccccc4)c3c2)c1	170%[activator]	-3%	11%	?	-1%[9.22 µM]	-3%	?	0.2%	?	-3%	?
CCCOc1cccc(C2C(C(=O)c3ccco3)=C(O)C(=O)N2CCN(CC)CC)c1 (stereo not drawn)	14%	12%	0.2%	i	0%	-1%	-4%	-0.7%	?	0%	i
CCOC(=O)N1CCN(c2nc(-c3ccc(OC)cc3)no2)CC1	2%	11%	-0.8%	i	0%	3%	12%	-1.5%	i	-1%	i
O=C1[C@H]2[C@H]3[C@H](O)[C@H](O)C/C(=N/OC[C@@H](O)COCc4ccco4)[C@H]3CC[C@@H]2C(=O)N1C[C@@H]1CCCO1	nt	nt	-0.7%[15.4 µM]	nt	nt	-6%[11.5 µM]	6%[11.4 µM]	-2.5%[15.4 µM]	nt	0%[11.5 µM]	nt
COc1cc(NS(=O)(=O)c2ccc(C)cc2C)cc(OC)c1OC	6%	-4%	1.2%	i	-2%	1%	26%	-0.9%	i	-1%	i
OC(CN1C2=NCCN2c2ccccc21)c1ccccc1 (stereo not drawn)	-1%	3%	-1.9%	3.2e-07M*	-1%	0%	?	-1.0%	2.7e-07M*	0%	i
Cc1cccc(C)c1	nt	nt	2.3%	nt	nt	0%	2%	-0.5%	nt	0%	nt
NC(=O)NC(Cc1ccccc1)c1ccccc1 (stereo not drawn)	-1%	-12%	1.2%	nt	0%	-3%	-4%	-0.6%	nt	-2%	nt
c1coc(-c2nn3c(Cn4nnc5ccccc54)nnc3s2)c1	-4%	-6%	1.4%	i	2%	-4%	0%	1.1%	i	-1%	i
NC(=O)NCC12CC3CC(CC(C3)C1)C2	6%	-12%	-1.1%	i	2%	0%	2%	-0.3%	i	2%	i
CC(C)(C)C(=O)Nc1ccccc1C(=O)NCc1ccco1	6%	15%	-0.6%	nt	-2%	-1%	-4%	-2.7%	nt	-1%	nt
O=C(O)CCC(=O)N1CCN(c2ccccn2)CC1	-3%	27%	-0.3%	i	-1%	0%	9%	1.1%	i	0%	?

Part of the list above in order of SMILES length, lowest first:
SMILES	USP2a inhib	UbGFP stabilizer	BRCT PPI red	4MU fluor	Epigenetic mod	Casp1 inh	HEK293 cAMP cs	BRCT inh green	A350 fluor	Casp7 inh	Fluorescein fluor
Cc1ccc2[nH]c(=O)c(-c3noc(C(C)C)n3)cc2c1	nt	7%	-3.0%	nt	nt	-2%	7%	3.7%	nt	-1%	nt
O=C(Nc1ccccc1)N1CCN2C(=O)c3ccccc3C12c1ccccc1 (stereo not drawn)	32%[activator]	-9%	-1.4%	nt	4%	-6%	5%	-1.1%	nt	-4%	nt
O=C1[C@H]2[C@H]3[C@H](O)[C@H](O)C/C(=N/OC[C@@H](O)COCc4ccco4)[C@H]3CC[C@@H]2C(=O)N1C[C@@H]1CCCO1	nt	nt	-0.7%[15.4 µM]	nt	nt	-6%[11.5 µM]	6%[11.4 µM]	-2.5%[15.4 µM]	nt	0%[11.5 µM]	nt

These rows are one share of the data; rates above refer to the full screens.
